CF NFkB block: inhibitors of PAF-induced NF-kB signaling, primary screen, cell-based, GFP fluorescence, uHTS | KKLEB NF-kB-GFP reporter, GFP fluorescence overnight | inhibition, % at 5 µM | hit rate 0.86% among 360,000 | AID 588850, 2011;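 active means at least 50% inhibition at 5 µM, scaled per plate between neutral and stimulator controls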;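 further: PAF is a Pseudomonas aeruginosa culture filtrate used as stimulus; plate controls were PAF-stimulated DMSO wells for no effect and unstimulated DMSO wells for full effect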
Peg3 promoter: Peg3 promoter-driven luciferase inhibitors, primary screen, cell-based, HeLa, luciferase luminescence. HeLa PEG-Prom luciferase reporter, overnight. inhibition, % at 20 µM. hit rate 1.7% among 360,000;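 active means inhibition of at least 50% at 20 µM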
KKLEB cytotox: cytotoxicity in KKLEB CF airway cells, primary screen, cytotoxicity control for CF NF-kB inhibitor project, cell-based, uHTS, fluorescence assay plates; KKLEB CF airway cells viability, ATPlite luminescence, overnight; stronger effect = lower value; cells stimulated with P. aeruginosa culture filtrate; activity change (cytotoxicity), % at 5 µM; hit rate 0.36% among 360,000; AID 602141, 2011;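 active means corrected activity change at or below -50% at 5 µM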
HIF-2a block: HIF-2a reporter inhibitors, primary screen, luminescence, 786-0 RCC cells | hit rate 0.72% among 360,000 | inhibition, % at 18.8 µM | 786-0 RCC cells HIF-2a reporter, luciferase luminescence, overnight;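 active means inhibition of the luminescence signal of 40% or more relative to plate controls, in a single-dose primary screen at 18.75 µM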
TWEAK-Fn14 inh: inhibitors of TWEAK-Fn14 signaling, primary screen, luciferase reporter cells, uHTS | AID 1159606, 2016 | inhibition, % at 10 µM | hit rate 2% among 360,000 | TWEAK-stimulated Fn14 reporter cells, luciferase luminescence, 8 h; in the data active means inhibition above about 50%
iPSC survival up: enhancers of single-cell hiPSC survival, primary screen, ATPlite luminescence; 100% = ROCK inhibitor wells, 0% = DMSO; survival enhancement, % at 20 µM; hit rate 0.044% among 360,000; AID 602274, 2012; in the data active means survival enhancement above about 18%;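 further: cells exposed to compounds for 16 hours before the ATP read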
TRPM1 prom inh: inhibitors of MITF-dependent TRPM1 promoter reporter, primary screen, cell-based, SK-MEL-5, single point, luciferase | SK-MEL-5 TRPM1 promoter luciferase, 24 h | inhibition, % at 12.5 µM | hit rate 0.83% among 330,000;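 active means mean inhibition across replicates of 60% or more, whatever share of single replicates reaches that level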; further: values of inactives mirror those of a sister screen read the other way
aDG glyco act: activators of alpha-DG glycosylation, primary screen, uHTS, Pro5-aDG cells, AlphaScreen. AID 624168, 2012. hit rate 0.22% among 360,000. activation, % at 10 µM. alpha-DG glycosylation AlphaScreen (IIH6); 0% Pro5, 100% B10-LARGE cell signal;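 active means activation of at least 8% versus controls, or a plate z-score of at least 8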;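 further: Pro5 are CHO cells carrying HIG-tagged alpha-DG that lacks glycosylation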
Shn3 inh set2: reduction of Shn3 3'UTR firefly luciferase signal, primary screen, Schnurri-3 inhibitor project, cell-based, Clone20 osteoblasts, set 2 | Clone20 osteoblast Shn3 3'UTR firefly luciferase, 24 h | inhibition, % at 12.5 µM | hit rate 0.52% among 360,000 | AID 588674, 2011;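 active means mean inhibition of at least 75% with every replicate also reaching 75%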;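 further: 0% = median of neutral control wells and 100% = pilot-screen positive control compound; some compounds past the cut are filed as inactive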
NR2E3 ag-1: inhibitors of NR2E3-RetCOR corepressor binding, primary screen, NR2E3 agonist project, biochemical, TR-FRET, GST-NR2E3, biotin-RetCOR; Photoreceptor-specific nuclear receptor (Homo sapiens), Q9Y5X4; 1536-well; inhibition of corepressor binding, % at 4.78 µM; hit rate 0.12% among 320,000; AID 2300, 2010;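 active means percent inhibition above the cutoff of mean plus 3 SD of all tested compounds, set per screening campaign, cut at about 20% in these data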;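 further: 0% = DMSO wells and 100% = biotin wells as full block of FRET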
Target sequence (Q9Y5X4 whole entry, looked up): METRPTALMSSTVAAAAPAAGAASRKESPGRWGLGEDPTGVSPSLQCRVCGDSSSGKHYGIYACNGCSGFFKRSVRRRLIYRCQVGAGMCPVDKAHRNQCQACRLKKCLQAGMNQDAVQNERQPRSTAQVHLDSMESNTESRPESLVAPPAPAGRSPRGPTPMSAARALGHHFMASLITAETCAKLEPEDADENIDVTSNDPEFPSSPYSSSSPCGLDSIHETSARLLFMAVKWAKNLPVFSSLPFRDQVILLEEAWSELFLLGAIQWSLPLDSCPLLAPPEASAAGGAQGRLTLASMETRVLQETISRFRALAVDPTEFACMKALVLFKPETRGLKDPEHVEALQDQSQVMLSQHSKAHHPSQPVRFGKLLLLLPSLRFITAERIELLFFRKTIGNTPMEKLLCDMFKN
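Test system – NR2E3–RetCOR corepressor complex · Quantity – NR2E3 fusion 1.35 nM · Buffer or medium – Tris pH 7.5 · Incubation – Compound–protein incubation for 5 h at 4 °C · Technique – TR-FRET, Eu(K)-anti-GST donor, streptavidin-D2 acceptor, ex 340, em 617/671 nm · Evaluation – percent inhibition of 671/617 nm emission ratio versus biotin and DMSO controls · Plate – 1536-well format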
NR2E3 ag-2: NR2E3 agonists in two-hybrid cells, primary screen, cell-based, luminescence, CHO-S, Gal4-NCOR/VP16-NR2E3 | Photoreceptor-specific nuclear receptor (Homo sapiens), Q9Y5X4 | hit rate 0.35% among 360,000 | luciferase | AID 602229, 2012 | inhibition of corepressor binding, % at 3.98 µM;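 active means inhibition above the mean of all tested compounds plus 3 SD, cut at about 70% in these data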;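 further: 0% = DMSO with NR2E3 transfected cells and 100% = cells lacking NR2E3 construct; higher means lower luciferase signal from less NR2E3 corepressor binding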
* marks the source's active call; other numbers are inactive results; . = no result given.

SMILES | CF NFkB block | Peg3 promoter | KKLEB cytotox | HIF-2a block | TWEAK-Fn14 inh | iPSC survival up | TRPM1 prom inh | aDG glyco act | Shn3 inh set2 | NR2E3 ag-1 | NR2E3 ag-2
CC(=O)N1CCc2cc(S(=O)(=O)NCCC(=O)Nc3ccc4c(c3)OCCO4)ccc21 | 15 | -113 | -7 | -150 | -22 | 0.8 | -45 | -0.1 | -41 | 0 | -47
CS(=O)(=O)c1ccc(NS(=O)(=O)c2ccc(Cl)c(C(=O)NCc3ccco3)c2)cc1 | -17 | -10 | 8 | 5 | 3 | 0.0 | 2 | -0.3 | -2 | -2 | 8
COC(=O)Nc1sc2c(c1C(=O)NC1CC1)CCCCCC2 | 1 | 10 | 2 | 11 | 13 | -0.9 | -4 | -0.1 | -1 | 3 | 8
c1ccc(-n2nnnc2NCCc2c[nH]c3ccccc23)cc1 | -3 | 21 | -2 | 5 | 6 | 0.7 | 12 | -0.1 | 12 | 1 | -30
COC(=O)c1ccc(NC(=O)c2cccc(C)c2)cc1 | -7 | -96 | 12 | -110 | -12 | 0.5 | -31 | 0.0 | -6 | -2 | -10
CCOc1cc(CN2CCN(C(=O)c3cccc4ccccc34)CC2)ccc1OC | 21 | 28 | -13 | 11 | 3 | -0.8 | 3 | 0.1 | 39 | 1 | 4
NC(=O)COC(=O)Cc1coc2cc3c(cc12)CCC3 | -30 | 7 | -4 | 14 | 11 | -0.6 | 4 | -0.1 | 8 | -3 | 2
CS(=O)(=O)N1CCN(c2ccccc2NC(=O)c2cccc3ccccc23)CC1 | -7 | 5 | 4 | 3 | 18 | 0.1 | -8 | -0.5 | 7 | -3 | -8
CC1CCCCC1NC(=O)COn1nnc2ccc(Cl)cc21 (stereo not given) | -9 | 7 | 8 | -2 | -3 | -2.1 | -11 | -0.1 | 1 | 2 | 3
Cc1cccc(C)c1OCC(=O)Nc1cccc(C(=O)O)c1 | 0 | -80 | 9 | -32 | -14 | -1.0 | 3 | -0.2 | -76 | 0 | -161
Cc1nn(-c2ccccc2)c2c1c(C)c(CCC(=O)NCC1CCCO1)c(=O)n2C (stereo not given) | 18 | 3 | -10 | 8 | 2 | 0.1 | -1 | -0.4 | 24 | 0 | -20
Cc1ccccc1/C=N/NC(=O)c1sccc1C | -5 | -291 | 8 | -222 | 2 | -3.0 | -78 | -0.3 | -112 | 0 | -147
CCn1c(=O)c(C(=O)NCCc2ccc(OC)c(OC)c2)c(O)c2ccccc21 | 16 | 12 | -10 | 18 | -9 | 0.4 | 10 | 0.0 | -8 | -5 | 25
Cc1ccc(C(C(=O)NC2CCCCC2)N(CC2CCCO2)C(=O)CNC(=O)c2ccco2)cc1 (stereo not given) | -5 | -4 | 7 | 10 | -6 | -1.1 | -10 | 0.5 | 6 | -4 | -26
O=C(O)CNC(=O)C1COc2ccccc2O1 (stereo not given) | 5 | 4 | 5 | 7 | -2 | -3.5 | 30 | -0.3 | 2 | 1 | -1
O=C(Nc1nnc(CC(=O)N2CCOCC2)s1)C1COc2ccccc2O1 (stereo not given) | -11 | -3 | 6 | 5 | -9 | -3.6 | 16 | 0.1 | -36 | -2 | -13
CC(C)N1CCC2(CC1)Oc1ccc(Br)cc1C1CC(c3cccnc3)=NN12 (stereo not given) | 21 | -26 | -5 | -11 | 8 | -0.8 | 7 | -0.1 | -3 | -1 | -6
O=C(NCCc1ccccc1)[C@@H]1CC=C[C@@H]2CCN(C3CCCCC3)C(=O)[C@@H]21 | -30 | 22 | 2 | 11 | 10 | 2.7 | 6 | 0.2 | -7 | 2 | 2
O=C(Oc1ccccc1)c1cccc2cccnc12 | -3 | 7 | 4 | -10 | -21 | 0.6 | 16 | 0.3 | 24 | 2 | -9
COC(=O)/C=C1/S/C(=N/NC(=O)c2ccccc2OC)NC1=O | 1 | -3 | -2 | 11 | -4 | 0.9 | 3 | -0.2 | -21 | -1 | -17
CCO[C@H]1OC(C(=O)N2CCN(Cc3ccccc3)CC2)=C[C@@H](c2cn(C(C)=O)c3ccccc23)[C@@H]1CCCO | 18 | 9 | -7 | -1 | -8 | -1.9 | 12 | 0.1 | -29 | 1 | -3
Cn1c(=O)c2c(-c3ccccc3)n(-c3cc([N+](=O)[O-])ccc3N)cc2n(C)c1=O | -10 | -20 | -17 | -59 | -11 | -0.4 | . | 0.0 | -3 | . | -7
COc1ccc(N=C(NN)c2ccc3ccccc3n2)cc1 | -1 | -101 | -1 | 56* | 101* | -1.5 | 45 | -0.1 | 55 | 0 | 69
O=C1NC[C@@H](CCCCN2C[C@H](Cc3ccc(O)cc3)N(Cc3ccccc3)C(=O)C2=O)N(Cc2ccccc2)C1=O | . | . | . | 5 | -20 | 0.2 | . | -0.2 | . | . | -14
CC(C)C(=O)NC(c1ccco1)c1ccc2cccnc2c1O (stereo not given) | -6 | 53* | -2 | 4 | 7 | -1.7 | 76* | -0.8 | 81 | 0 | -54
O=C(CN1C(=O)c2ccccc2S1(=O)=O)Nc1ccc(S(=O)(=O)N2CCCC2)cc1 | -3 | 6 | 0 | -13 | -4 | -0.6 | -12 | 0.0 | -7 | 0 | -4
CC(=O)Nc1ccc(S(=O)(=O)NCc2cc(=O)n(C)c(=O)n2C)cc1 | 5 | 14 | 1 | 7 | -5 | 1.1 | 3 | -0.3 | 2 | 0 | -25
CCc1nc2ccccc2c(C(=O)Nc2cccc(C)c2)c1C | -16 | 7 | -2 | 21 | -19 | -0.3 | 7 | 0.0 | -8 | -4 | -10
CN(C(=O)c1ccncc1)c1nnc(-c2ccccn2)s1 | 2 | -87 | 19 | -147 | 13 | -2.2 | -43 | -0.1 | -33 | 1 | -57
Nc1nc(NC(=O)CCC(=O)O)nn1-c1ccccc1 | 12 | -1 | -7 | 16 | 0 | -0.7 | -3 | 0.2 | 7 | -3 | -12
O=C(OCCc1ccccn1)c1cccc([N+](=O)[O-])c1 | -29 | -136 | 12 | -79 | -1 | 0.8 | -1 | -0.2 | -16 | . | -41
CCc1ccccc1NC(=O)CSc1nnc(-c2ccco2)n1N | -16 | 7 | 16 | 10 | -14 | 0.1 | -2 | 0.3 | 0 | 5 | -5
CCCCCC(=O)Nc1cccc(S(=O)(=O)NC2=NCCC2)c1 | 12 | 24 | -4 | 6 | 0 | 0.3 | 9 | -0.3 | -9 | 2 | -31
Cc1ccc(S(C)(=O)=O)cc1S(=O)(=O)Nc1ccccc1 | -13 | -3 | 9 | 4 | 14 | 0.3 | 11 | -0.6 | 18 | 2 | 11
CCc1ccc(N2CCN(C(=O)c3ccc(OC)c(OC)c3)CC2)cc1 | 4 | -12 | -2 | -5 | 9 | 0.5 | 3 | 0.0 | 11 | 3 | 18
Cc1ccc(-c2nn(C)c(=O)c3ccccc23)cc1S(=O)(=O)NCCN(C)C | 12 | 3 | -12 | 6 | 8 | 7.3 | -8 | 0.2 | 2 | 1 | 22
Cc1ccc(C(=O)c2oc3ccccc3c2NC(=O)c2cc(-c3ccccc3O)n[nH]2)cc1 | 21 | 14 | -8 | -53 | -7 | -2.8 | -7 | -0.4 | 16 | 0 | 4
CN1CCc2c(c3c(n2C)CCN(C)C3c2ccc(F)cc2)C1c1ccc(F)cc1 (stereo not given) | -9 | 4 | -1 | 18 | 7 | -1.1 | -2 | -0.2 | -2 | -1 | 16
O=C(NC(=S)Nc1ccccn1)c1cc(-c2ccccc2)nc2ccccc12 | -17 | -1 | 13 | -16 | 15 | -1.8 | 8 | -0.3 | -19 | 3 | 3
O=S(=O)(Nc1ncn[nH]1)c1ccc2ccccc2c1 | 5 | 6 | 6 | 2 | 5 | -2.5 | 8 | -0.1 | -3 | 1 | -13
CCOC(=O)Cn1c(=NC(=O)CSC(C)=O)sc2cc(OC)ccc21 | -14 | -7 | 2 | 8 | 14 | 4.4 | 7 | -0.2 | -11 | 7 | 7
CCOC(=O)N1CCN(C(=O)c2ccc3c(=O)n(-c4ccccc4F)c(=S)[nH]c3c2)CC1 | 23 | 5 | 8 | 9 | 4 | -0.1 | -8 | 0.0 | 2 | -2 | -12
CCOC(=O)c1c(NC(=O)CN2CCN(c3ccc(Cl)cc3)CC2)sc(C)c1C | -9 | 14 | -11 | -4 | -8 | -0.5 | 4 | 0.1 | 2 | -1 | 11
Cc1cc(C)c(NC2=NCC(=O)N2C2CCCCC2)c(C)c1 | 0 | 2 | 0 | 3 | -6 | -1.0 | -4 | 0.1 | -4 | 5 | -22
O=C1NC(=O)C(Nc2cccc3ccccc23)S1 (stereo not given) | -6 | 13 | -5 | 16 | 3 | -1.4 | 24 | -0.2 | 11 | -1 | -2

Single entries from the entries so far.
In TRPM1 prom inh, `Cc1ccc(C(=O)c2oc3ccccc3c2NC(=O)c2cc(-c3ccccc3O)n[nH]2)cc1` reads -7
In HIF-2a block, `CN1CCc2c(c3c(n2C)CCN(C)C3c2ccc(F)cc2)C1c1ccc(F)cc1` (stereo not given) reads 18

Next part
SMILES | CF NFkB block | Peg3 promoter | KKLEB cytotox | HIF-2a block | TWEAK-Fn14 inh | iPSC survival up | TRPM1 prom inh | aDG glyco act | Shn3 inh set2 | NR2E3 ag-1 | NR2E3 ag-2
O=C(CSCc1ccccc1F)NCc1ccc(F)cc1 | -7 | -97 | 5 | -163 | -23 | 2.7 | -36 | 0.5 | -7 | -1 | -69
O=C(NCCCN1CCN(c2ccccc2)CC1)Nc1ccccc1C(F)(F)F | 3 | 16 | 3 | 6 | -4 | -5.4 | 16 | 0.0 | 15 | -4 | 6
NC1=NC(=O)C(Cc2ccc(Br)cc2)S1 (stereo not given) | -20 | -2 | -11 | 5 | -6 | 0.2 | 3 | 0.0 | 2 | 1 | -16
CC(=O)c1cccc(NC(=O)c2ccc(C)o2)c1 | -15 | -89 | 21 | -68 | -6 | -0.6 | -10 | -0.4 | -19 | 5 | -20
COc1cc(C(O)c2nc(-c3ccccc3OC)cs2)ccc1F (stereo not given) | 10 | 17 | 0 | -9 | -8 | 0.6 | . | 1.4 | 4 | . | -7
CCc1cc2c(=O)c(-c3nc(C)cs3)coc2cc1OC(C)C(=O)NCCO (stereo not given) | -5 | -2 | 0 | -81 | -1 | 1.1 | -20 | 0.4 | -52 | -3 | 11
